MEKK3 PB1 HTS: modulators (inhibitors or enhancers) of MEK5 binding to human MEKK3 PB1 domain; Q99759; bead-based flow cytometry, Alexa488-MEK5 binding to MEKK3; actives lie on both sides; 0 = blocked by unlabeled MEK5, 100 = vehicle; binding response (% of control), % at 10 µM; 1.4% of 290,000 active; AID 1529;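 active = binding response more than 3 SD above or below the average of its plate-row segment, actives on both sides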;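 note: Alexa488 bead fluorescence after subtracting the streptavidin-only scavenger bead signal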
Target sequence (Q99759 whole entry, looked up, the tested form may be a part): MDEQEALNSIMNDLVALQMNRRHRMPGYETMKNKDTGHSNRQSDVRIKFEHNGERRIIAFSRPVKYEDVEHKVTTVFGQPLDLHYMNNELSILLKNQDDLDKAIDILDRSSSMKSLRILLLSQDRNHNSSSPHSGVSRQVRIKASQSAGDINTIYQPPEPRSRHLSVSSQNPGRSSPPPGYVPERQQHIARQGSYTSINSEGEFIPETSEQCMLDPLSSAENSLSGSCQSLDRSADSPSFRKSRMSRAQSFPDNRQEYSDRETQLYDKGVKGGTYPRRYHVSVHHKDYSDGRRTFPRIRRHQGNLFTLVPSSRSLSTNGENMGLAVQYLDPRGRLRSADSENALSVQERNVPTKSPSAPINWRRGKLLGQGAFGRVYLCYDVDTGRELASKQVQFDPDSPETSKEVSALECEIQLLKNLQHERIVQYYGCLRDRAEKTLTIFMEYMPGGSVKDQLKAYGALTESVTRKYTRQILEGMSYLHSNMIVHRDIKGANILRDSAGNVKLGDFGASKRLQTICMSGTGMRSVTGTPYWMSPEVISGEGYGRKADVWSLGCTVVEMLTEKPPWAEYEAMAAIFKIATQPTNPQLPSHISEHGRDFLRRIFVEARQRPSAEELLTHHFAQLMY
DNA FID counter: displaces DNA intercalator in HCV helicase counter-screen; DNA fluorescent intercalator displacement, fluorescence; inhibition, % at 7.9 µM; 0.17% of 290,000 active; in the data active = inhibition above about 37%;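 note: 0% = vehicle and 100% = reference compound; higher means more ethidium bromide displaced from hairpin DNA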
MEKK2 WT-MEK5: raises or lowers MEK5 binding to wildtype human MEKK2 PB1 domain | AID 1531 | binding response (% of control), % at 10 µM | Q9Y2U5 | 1.1% of 290,000 active | bead flow cytometry, Alexa488-MEK5 binding to MEKK2 WT; actives lie on both sides; in the data active = binding response below about 67% or above about 130%
GalR3 antagonist: blocks the human galanin receptor 3 | O60755 | HEK293 GalR3-CNG cAMP membrane potential fluorescence; galR3 body fused to GalR1 C-terminus | inhibition, % at 3 µM | 0.44% of 360,000 active | AID 651719;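 active = inhibition above the screen-wide average plus 3 SD, cut at about 13% in these data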;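 note: forskolin and galanin both at EC90 stimulate the cells; cAMP rise reported by CNG channel membrane potential dye signal; 0% = forskolin plus galanin with DMSO and 100% = forskolin alone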
CRFBP-R2 agonist: CRF-BP/CRF-R2 complex agonism; HEK293 CRF-R2/CRF-BP, calcium dye fluorescence (FLIPR); percent of saturating CRF peptide response; 0.46% of 350,000 active; activation, % at 13.2 µM;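 active = activation of at least 50%, plus an integration ratio under a set limit after plate pattern correction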;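 note: plate controls were neutral control wells without compound for no effect and CRF at EC100 for full effect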
UBC9 SUMO inh: blocks human SUMOylation mediated by UBC9; HTRF SUMOylation assay, SAE1/SAE2 + UBC9, in vitro; 0.36% of 290,000 active; inhibition, % at 35 µM; AID 2006; in the data active = inhibition above about 50%, passing the limit was not always enough; note: strong numbers were not always called active
Target sequence (P63279 whole entry, looked up): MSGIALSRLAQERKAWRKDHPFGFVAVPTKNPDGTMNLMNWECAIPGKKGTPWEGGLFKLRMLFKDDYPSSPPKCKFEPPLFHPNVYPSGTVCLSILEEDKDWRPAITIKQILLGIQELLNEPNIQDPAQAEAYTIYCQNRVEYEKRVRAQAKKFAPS
CRFR2-BP antag: CRF-BP/CRF-R2 complex antagonism. inhibition, % at 11.8 µM. AID 588475. 0.59% of 350,000 active. HEK293 CRF-R2/CRF-BP, CRF-induced calcium fluorescence;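 active = inhibition of the ligand-induced calcium signal above about 50% at the single tested concentration, limit read from the data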
MEKK2 mut-MEK5: signal of MEK5 binding to mutant human MEKK2 PB1 domain | percent response, % at 10 µM | 0.35% of 290,000 active | bead flow cytometry, Alexa488-MEK5 binding to MEKK2 mutant; in the data active = percent response above about 24%, passing the limit was not always enough; note: inactives centre near 1; some results filed as inactive read as strong as hits
HCV NS3 hel inh: blocks Hepatitis C virus NS3 helicase unwinding; NS3 helicase DNA unwinding, Cy5 molecular beacon fluorescence; 0.56% of 290,000 active; inhibition, % at 10.9 µM;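 active = inhibition above the mean of all tested compounds plus 3 SD, set per campaign, cut at about 35% in these data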;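 note: 0% = DMSO wells and 100% = thioflavine S control wells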
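Measured by: Cy5 fluorescence, 0 and 60 min reads / Assay system: NS3 helicase fragment of HCV / Control set: low DMSO, high thioflavine S at 110 µM / Times: 1 h reaction at 25 °C, ATP-initiated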
* = called active by the depositor; nt = not tested or not shown; [ ] = remark or other dose. A portion of the library; count on the stated rates, not on these rows.

Order of values: MEKK3 PB1 HTS | MEKK2 mut-MEK5 | MEKK2 WT-MEK5 | UBC9 SUMO inh | HCV NS3 hel inh | GalR3 antagonist | CRFR2-BP antag | DNA FID counter | CRFBP-R2 agonist
> O=C(COC(=O)c1ccc(S(=O)(=O)N2CCOCC2)cc1)NC1CCCCCCC1
 : 103 | -5 | 98 | -7 | 7 | 0 | -18 | -8 | 1.9
> O=C(N=C1SC2CS(=O)(=O)CC2N1Cc1ccccc1)C1CCCCC1 (stereo not drawn)
 : 99 | 2 | 100 | 17 | 6 | 0 | -5 | -36 | 1.4
> CCn1c(=O)n(CC)c2cc(N3CCCC3)c(NC(=O)c3ccc(C)cc3)cc21
 : 105 | 5 | 109 | 2 | 0 | -4 | 14 | -34 | 1.0
> COc1ccc(CCn2c(O)c(C=Nc3cccc(F)c3)c(=O)[nH]c2=O)cc1OC
 : 93 | -2 | 96 | 10 | 8 | -3 | -19 | -32 | -1.1
> O=C(COc1ccc(Br)cc1Cl)NC(=S)N1CCc2ccccc21
 : 104 | -1 | 103 | 20 | -1 | -3 | 3 | -4 | 1.8
> COc1ccccc1NC(=O)CSc1nccn1Cc1ccc(F)cc1
 : 101 | 4 | 107 | 1 | -6 | 2 | 1 | -25 | -0.9
> S=c1[nH]nc(-c2ccncc2)n1/N=C/c1cccc2ccccc12
 : 96 | -3 | 95 | -9 | -4 | -4 | nt | -1 | nt
> CCC(C(=O)Nc1ccc(C(C)C)cc1)c1ccccc1 (stereo not drawn)
 : 104 | 1 | 100 | 4 | -2 | -3 | -31 | -10 | 84*
> O=C(CCCn1c(=O)[nH]c2cc(Cl)ccc2c1=O)NCCCN1CCCC1
 : 99 | -5 | 100 | 1 | 1 | 3 | 6 | 4 | 2.6
> CC(C)(C)C(=O)/C(C#N)=C/c1ccc(O)cc1
 : 98 | -16 | 87 | -11 | -4 | -3 | -4 | 2 | 0.4
> COc1ccc(/C=C2\CCCC3C2=NN(C(=O)c2scnc2C)C3c2ccc(OC)c(OC)c2)cc1OC (stereo not drawn)
 : 97 | 2 | 102 | 12 | -15 | -7 | 29 | -41 | -0.2
> Cc1c(NC(=O)c2cn3ccccc3n2)cccc1-n1cnnn1
 : 102 | 7 | 110 | 20 | 0 | -4 | 4 | -3 | 3.5
> O=C(CCl)Nc1cc(S(=O)(=O)N2CCOCC2)ccc1N1CCOCC1
 : 99 | 1 | 95 | 11 | -12 | -1 | -8 | -1 | -0.3
> COc1ccc(C)cc1NC(=O)c1ccc2c(SCC(=O)O)c3c(nc2c1)CCCC3
 : 115 | 3 | 110 | -7 | 20 | -2 | 16 | -37 | -1.7
> O=C(CCn1ccc2ccccc21)NC1CCCc2ccccc21 (stereo not drawn)
 : 100 | 18 | 100 | 2 | 0 | -1 | 1 | -13 | -1.7
> Cc1ccc(NCCC(=O)c2ccc(Cl)cc2)cc1
 : 103 | 4 | 107 | 21 | 9 | -5 | -18 | -1 | 4.8
> O=C(COC(=O)c1ccc(Cl)nc1)Nc1ccc(S(=O)(=O)N2CCCC2)cc1
 : 111 | 31 | 110 | -1 | 0 | -6 | -6 | -6 | 0.3
> COc1ccc(CC(=O)NNc2ncnc3c2cnn3C)cc1OC
 : 116 | 0 | 101 | 3 | 4 | -5 | -8 | -5 | -2.5
> O=C(Nc1ccccc1F)C(=O)c1cn(CC(=O)N2CCCCC2)c2ccccc12
 : 44*[inhibitor] | -16 | 48 | 6 | -2 | -3 | 0 | -1 | 0.7
> CC(NCCOCCOc1ccccc1)c1ccccc1 (stereo not drawn)
 : 104 | 17 | 103 | 8 | -12 | -2 | -11 | -1 | 1.2
> CCN(Cc1ccccc1)C(=O)c1cc(COc2c(F)cccc2F)on1
 : 102 | 3 | 104 | -3 | -12 | -6 | 18 | -31 | 0.0
> COCCNC(=O)C(c1ccc(Cl)cc1)N(CCOC)C(=O)CCC(=O)Nc1ccccn1 (stereo not drawn)
 : 101 | 6 | 103 | 9 | -5 | -9 | 5 | -27 | -1.2
> O=C(Nc1ccc2nc(-c3ccccn3)c(-c3ccccn3)nc2c1)N1CCOCC1
 : 98 | -9 | 92 | 32 | -2 | -5 | 4 | -14 | 7.0
> Nn1c(SCc2ccccc2)nnc1C1CCCCC1
 : 106 | 22 | 101 | 24 | 7 | -5 | -5 | -6 | -1.2
> c1ccc2c(c1)OCC(c1csc3ncnc(N4CCOCC4)c13)O2 (stereo not drawn)
 : 85 | -10 | 88 | -4 | 5 | -1 | -3 | -7 | -1.2
> Cc1ccc(Nc2nc(=O)c3cc([N+](=O)[O-])ccc3s2)cc1
 : 98 | -5 | 94 | 54 | 4 | -1 | -13 | -1 | 2.1
> Cn1nnc2cc(NC(=O)N3CC4(C)CC3CC(C)(C)C4)ccc21 (stereo not drawn)
 : 103 | 4 | 107 | 9 | -3 | -8 | 3 | 0 | 1.8
> Cc1cccc(NC(=O)C2CCCN(S(=O)(=O)c3ccc4[nH]c(=O)ccc4c3)C2)n1 (stereo not drawn)
 : 99 | 5 | 100 | -3 | 10 | -6 | 7 | -23 | -0.8
> Cc1ccc(C(=O)O/N=C(\c2ccccc2)c2cccnc2)cc1
 : 89 | -4 | 92 | 3 | -2 | -4 | 5 | -24 | -1.8
> COc1ccc(CNC(=O)CCC(=O)Nc2nnc(C(F)(F)F)s2)cc1
 : 105 | 8 | 111 | -3 | 6 | 3 | 4 | -11 | 0.2
> O=C(O)c1cc(=O)[nH]c2c(Cl)cccc12
 : 101 | -4 | 95 | 8 | -1 | -5 | 17 | 2 | 1.4
> CC(OC(=O)c1ccc(NS(=O)(=O)c2ccc3[nH]c(=O)[nH]c3c2)cc1)C(=O)Nc1cccc(Cl)c1Cl (stereo not drawn)
 : 104 | -6 | 93 | 15 | -18 | -6 | -8 | -19 | 5.4
> Cc1ccc(NC(=O)CSc2nc(O)cc(=O)n2C)cc1
 : 103 | 6 | 110 | 2 | 8 | -5 | 8 | -11 | -0.7
> CC(C)Cn1cnc2c(N)nc3ccccc3c21
 : nt | nt | nt | 11 | nt | -1 | 1 | nt | 22
> CCOC(=O)C1CCCN(C(=O)c2cc(-c3ccccc3)nc3ccccc23)C1 (stereo not drawn)
 : 97 | -3 | 98 | 8 | -15 | 1 | -9 | -38 | -0.2
> Cc1ccc(C(=O)Nc2ccc(N3CCN(C)CC3)cc2)cc1
 : 105 | 6 | 107 | 21 | 0 | -4 | 8 | 3 | -0.4
> Cc1ccc(O)c(CCc2ccccc2)n1
 : 100 | -2 | 100 | -4 | -5 | 0 | 18 | 3 | -0.2
> Cc1ccsc1C(=O)NNC(=S)NCC(C)C
 : 94 | -4 | 97 | 2 | 4 | -7 | 5 | -3 | 2.7
> CCC(C)(C)C1CCC(=NNC(=S)Nc2cccnc2)CC1 (stereo not drawn)
 : 99 | -6 | 90 | -33 | 8 | -3 | 33 | -2 | -5.0
> C=CCNC(=S)NCCO
 : 97 | 4 | 104 | 10 | 3 | -5 | 12 | 0 | -2.3
> COc1ccccc1NS(=O)(=O)c1ccc2c(c1)NC(=O)CC(=O)N2
 : 97 | 2 | 101 | 2 | -5 | -1 | -9 | -5 | 3.0
> CC(C)NS(=O)(=O)c1ccc(CCC(=O)NCc2ccccn2)cc1
 : 102 | 4 | 104 | 1 | 10 | -1 | 8 | -5 | -0.8
> COc1ccc(OCC(=O)OC(C)CN2CCCCC2)cc1 (stereo not drawn)
 : 102 | 2 | 101 | 16 | -1 | -1 | 8 | 6 | -0.6
> CC1(C)OC(=O)C(=CNC(Cc2c[nH]c3ccccc23)C(=O)O)C(=O)O1 (stereo not drawn)
 : 97 | 0 | 100 | 1 | 3 | -3 | -2 | -1 | -0.2
> COc1ccc(C(C)NC(=O)Cc2ccc(Br)cc2)cc1 (stereo not drawn)
 : 100 | -2 | 99 | 9 | -3 | -3 | 4 | -5 | 1.1

Sorted by the number under UBC9 SUMO inh (falling): seven of the compounds above
| mol | MEKK3 PB1 HTS | MEKK2 mut-MEK5 | MEKK2 WT-MEK5 | UBC9 SUMO inh | HCV NS3 hel inh | GalR3 antagonist | CRFR2-BP antag | CRFBP-R2 agonist |
| --- | --- | --- | --- | --- | --- | --- | --- | --- |
| COc1ccc(OCC(=O)OC(C)CN2CCCCC2)cc1 (stereo not drawn) | 102 | 2 | 101 | 16 | -1 | -1 | 8 | -0.6 |
| CC(OC(=O)c1ccc(NS(=O)(=O)c2ccc3[nH]c(=O)[nH]c3c2)cc1)C(=O)Nc1cccc(Cl)c1Cl (stereo not drawn) | 104 | -6 | 93 | 15 | -18 | -6 | -8 | 5.4 |
| C=CCNC(=S)NCCO | 97 | 4 | 104 | 10 | 3 | -5 | 12 | -2.3 |
| COc1ccc(C(C)NC(=O)Cc2ccc(Br)cc2)cc1 (stereo not drawn) | 100 | -2 | 99 | 9 | -3 | -3 | 4 | 1.1 |
| Cc1ccc(NC(=O)CSc2nc(O)cc(=O)n2C)cc1 | 103 | 6 | 110 | 2 | 8 | -5 | 8 | -0.7 |
| Cc1ccc(O)c(CCc2ccccc2)n1 | 100 | -2 | 100 | -4 | -5 | 0 | 18 | -0.2 |
| CCC(C)(C)C1CCC(=NNC(=S)Nc2cccnc2)CC1 (stereo not drawn) | 99 | -6 | 90 | -33 | 8 | -3 | 33 | -5.0 |

Back to the main list with the 2 entries that preceded the break.
Order of values: MEKK3 PB1 HTS | MEKK2 mut-MEK5 | MEKK2 WT-MEK5 | UBC9 SUMO inh | HCV NS3 hel inh | GalR3 antagonist | CRFR2-BP antag | DNA FID counter | CRFBP-R2 agonist
> CC1(C)OC(=O)C(=CNC(Cc2c[nH]c3ccccc23)C(=O)O)C(=O)O1 (stereo not drawn)
 : 97 | 0 | 100 | 1 | 3 | -3 | -2 | -1 | -0.2
> COc1ccc(C(C)NC(=O)Cc2ccc(Br)cc2)cc1 (stereo not drawn)
 : 100 | -2 | 99 | 9 | -3 | -3 | 4 | -5 | 1.1
> CC(C)C(NC(=O)c1ccccc1)C(=O)N1CCCCCC1 (stereo not drawn)
 : 102 | -4 | 100 | 13 | -7 | -2 | -2 | -12 | 1.1
> COc1ccc(CCNC(=O)N2c3ccccc3Sc3ccccc32)cc1
 : 114 | 11 | 126 | nt | -2 | -3 | 21 | -14 | -0.3
> CN(CCO)C(=O)C1CCN(c2ncc(C(F)(F)F)cc2Cl)CC1
 : 101 | 0 | 103 | -2 | -15 | -2 | -5 | -10 | 0.4
> CN(CCC#N)C(=O)CSc1nc2scc(-c3ccccc3)c2c(=O)[nH]1
 : 98 | 0 | 97 | 8 | -4 | -7 | -8 | -21 | -2.1
> CN(Cc1ccon1)C(=O)C1CCC(=O)N(CCc2ccc(Cl)cc2)C1 (stereo not drawn)
 : 98 | -4 | 96 | -1 | -3 | 2 | -7 | -12 | -1.4
> O=C1c2cc(Cl)ccc2OC2(CCNCC2)C12CC(c1ccccc1)=NO2 (stereo not drawn)
 : 106 | 8 | 113 | 7 | nt | -8 | -9 | nt | 5.4
> COc1ccc(Nc2nnc(SC(C(=O)Nc3cc(C)ccc3C)c3ccccc3)s2)cc1 (stereo not drawn)
 : 107 | -4 | 100 | 12 | 22 | -4 | -25 | -6 | 2.4
> Cc1ccc2nc(SCC(=O)c3c[nH]c4ccccc34)[nH]c2c1
 : 99 | 7 | 80 | 15 | -20 | 2 | -77 | 7 | 0.6
